# RAD52 anneal inh: blocks human RAD52 DNA annealing; recombinant RAD52 DNA annealing, FRET fluorescence; inhibition, % at 18.7 µM; actives 0.46% (n = 360,000);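 active means every replicate showing at least 50% inhibition; inconclusive means mean inhibition at least 50% but not in every replicate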
# PGC1a acetyl inh: PGC1a acetylation modulation, inhibitor mode | U2OS PGC1a acetylation, AlphaScreen anti-acetyl-lysine; with virally co-expressed GCN5 acetyltransferase | inhibition, % at 15.6 µM | actives 0.17% (n = 350,000) | AID 651687;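 active means every replicate shows inhibition of at least 40%; inconclusive means mean inhibition at least 40% but some replicate below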;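 further: 0% = neutral control wells and 100% = positive control wells; some results beyond the cut were filed as inactive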
# PglD DTNB: blocks C. jejuni PglD acetyltransferase activity. purified PglD enzyme, DTNB colorimetric CoA detection. inhibition, % at 12.5 µM. actives 0.098% (n = 360,000); in the data active means inhibition above about 16%, passing the limit was not always enough; inconclusive means no clear call, values can overlap the other calls; further: strong numbers were not always called active
# miR-122 sensor: inhibitors of miR-122 in Huh7 cells | Huh7 miR-122 Renilla luciferase sensor, 48 h; neutral wells = 0, positive control = 100 | activation (reporter increase), % at 12.5 µM | actives 0.3% (n = 340,000) | AID 602342;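 active means mean replicate activation score at least 90 and every replicate individually at or above 90; inconclusive means only one of the two criteria met; inactive means neither criterion met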;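 further: higher luciferase means less miR-122 activity so hits act as miR-122 inhibitors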
# ERAP1 HTS inh: inhibitors of human ERAP1 aminopeptidase; inhibition, % at 10.7 µM; actives 0.15% (n = 340,000); Q9NZ08; recombinant ERAP1, Leu-AMC fluorescence, 60 min;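 active means mean replicate inhibition of at least 30%, or all replicates individually reaching that 30% level; inactive means mean below 30% and not every replicate reaching it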;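 further: 0% = neutral control wells and 100% = L-leucinethiol positive control wells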
# E-selectin induc: induces E-selectin expression in human endothelial cells; HUVEC E-selectin immunofluorescence imaging; normalized: neutral wells 0, TNF-alpha wells 100; P16581; activation, % at 7.58 µM; actives 0.37% (n = 260,000); AID 686992;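 active means mean E-selectin-positive cell signal at least 10% of the positive control, reached in at least 60% of replicates, without over 20% cell loss; inconclusive means no rule given, readout overlaps actives, possibly toxicity-flagged; inactive means the rest, including those meeting only one limit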;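 further: in these data hits start at about 27%; measured in HUVEC primary endothelial cells; signal is the percent of cells scored E-selectin positive by PE staining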
#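 material = human umbilical vein endothelial cells (HUVEC), E-selectin induction | quantity = 3,000 cells/well | medium = EGM-2 growth medium on 0.1% gelatin-coated wells | technique = immunofluorescence imaging | read-out basis = % PE-positive cells | control set = TNF-alpha positive control, DMSO neutral control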
# RAD54 branch: RAD54 (human) branch migration inhibition. Q92698. RAD54 Holliday junction branch migration, FAM/BHQ fluorescence. inhibition, % at 10.4 µM. actives 0.14% (n = 360,000). AID 602329;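 active means mean normalized replicate activity at least 40 and at least half of replicates scoring 40 or more; inconclusive means only one of the two criteria met; inactive means mean below 40 and under half of replicates reaching 40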;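 further: 0% = median of neutral control wells and 100% = median of positive control wells; inhibitors cause a drop in the FAM fluorescence signal; in these data hits start at about 50%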
# Target sequence (Q92698 whole entry, looked up): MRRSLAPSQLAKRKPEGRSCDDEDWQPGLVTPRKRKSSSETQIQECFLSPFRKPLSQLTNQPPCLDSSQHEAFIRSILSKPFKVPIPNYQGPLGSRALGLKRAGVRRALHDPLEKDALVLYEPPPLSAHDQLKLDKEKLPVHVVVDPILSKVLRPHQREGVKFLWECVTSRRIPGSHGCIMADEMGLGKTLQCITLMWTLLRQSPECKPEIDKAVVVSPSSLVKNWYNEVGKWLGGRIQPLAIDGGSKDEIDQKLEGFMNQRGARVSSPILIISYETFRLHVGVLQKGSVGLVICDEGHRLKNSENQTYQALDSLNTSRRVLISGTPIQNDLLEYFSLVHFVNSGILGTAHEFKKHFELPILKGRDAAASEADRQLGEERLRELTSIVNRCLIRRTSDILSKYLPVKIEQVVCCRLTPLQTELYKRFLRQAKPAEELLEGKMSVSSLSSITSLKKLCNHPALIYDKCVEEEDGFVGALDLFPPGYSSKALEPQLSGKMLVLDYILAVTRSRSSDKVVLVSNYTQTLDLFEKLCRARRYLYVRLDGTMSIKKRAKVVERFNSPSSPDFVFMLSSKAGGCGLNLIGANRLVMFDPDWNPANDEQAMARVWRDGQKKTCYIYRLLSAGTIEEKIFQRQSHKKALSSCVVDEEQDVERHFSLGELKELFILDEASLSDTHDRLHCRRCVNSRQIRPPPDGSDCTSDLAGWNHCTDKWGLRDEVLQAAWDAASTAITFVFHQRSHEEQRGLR
# Cneo AK release: Cryptococcus neoformans lysis via adenylate kinase release; C. neoformans lysis, adenylate kinase release luminescence, 4 h; normalised: neutral wells 0, clomiphene wells 100; AID 651654; lysis activity, % at 15 µM; actives 0.2% (n = 360,000);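 active means mean lysis activity across replicates of at least 80%, whatever share of replicates individually reach that level; inactive means mean lysis activity below 80%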
#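 read-out = cell lysis signal | test system = log-phase Cryptococcus neoformans yeast cells | input = cells at 5 × 10^6 per mL | medium = fresh YPD growth medium | signal = luminescent adenylate kinase detection reagent | timing = 4 h at 37 °C static, read 1 h later | dosing = single dose | controls = Clomiphene as positive lysis control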
# Starred values were filed as active, the others as inactive; u = inconclusive; x = no result given; [ ] = another dose, or the depositor's remark. Hits appear at their usual frequency, and some 1.4% of all compounds hit somewhere here.
SMILES,RAD52 anneal inh,PGC1a acetyl inh,PglD DTNB,miR-122 sensor,ERAP1 HTS inh,E-selectin induc,RAD54 branch,Cneo AK release
O=C(c1ccc(F)cc1)c1ccc(-c2ccc(F)cc2)nc1,-11,2,0,3,-3,1.2,2,0
Cc1cccc(S(=O)(=O)NC(=O)C2(C)CCN2C(=O)c2ccccc2)c1 (stereo not drawn),-9,14,-4,-2,11,0.0,1,3
CCN(CCCNC(=O)CNC(=O)c1nn(-c2ccc(OC)cc2)c(=O)c2ccccc12)c1cccc(C)c1,5,-11,-1,-5,2,x,8,-3
CC(C)N1CC(O)=C(c2nc3ccccc3[nH]2)C1=N,-10,5,-2,0,0,x,-11,5
CCOC(=O)Cn1c2ccc(F)cc2c2nc(C)sc21,-8,-7,1,-6,-2,-0.1,13,-13
C/C=C/c1cnc2c(c1)C(=O)N([C@@H](C)CO)C[C@H](C)[C@@H](CN(C)Cc1cncnc1)O2,13,-10,5,x,1,-0.1,-3,-1
COc1cc(NC(=O)Cn2c(=O)n(CC3CCCO3)c(=O)c3ccccc32)cc(OC)c1 (stereo not drawn),-7,x,x,6,-3,5.5,x,x
CN(C)S(=O)(=O)c1ccc(-n2cccc2)cc1,-7,-10,x,-10,4,x,x,x
Cc1sc[n+](CC(=O)c2ccc(Br)cc2)c1C,-5,6,-3,0,0,x,-14,1
C/C(=N\NS(=O)(=O)c1ccc(Cl)c([N+](=O)[O-])c1)c1cc2ccccc2o1,x,x,-3,-12,x,x,-8,7
Cc1[nH]c(=O)[nH]c(=O)c1S(=O)(=O)N1CCCc2ccccc21,-13,16,-7,-1,-2,x,-4,0
Cc1sc2nc(C(C)C)nc(SCC(=O)N3CCN(C(=O)c4ccco4)CC3)c2c1C,x,-23,2,-5,x,x,0,5
C[C@@H]1CN([C@@H](C)CO)C(=O)CCCn2cc(nn2)CO[C@@H]1CN(C)C(=O)Nc1ccc(C(F)(F)F)cc1,-6,1,-3,5[16.7 µM],1,0.1,7,2
O=C(COc1ccccc1Br)N1CCN(c2ccccc2)CC1,x,0,7,-12,x,x,0,-4
N#C/C(=C(/O)CN1CCN(c2ccccc2F)CC1)c1nc(-c2ccc(Cl)cc2)cs1,-30,-3,-3,4,-3,x,13,0
CC1CCC(C(C)C)C(OC(=O)CSc2nccc(=O)[nH]2)C1 (stereo not drawn),x,-12,-3,-4,x,x,3,3
CCN1C(=O)[C@@H]2[C@H](C1=O)[C@@H]1C(=O)Nc3ccccc3C(=O)N1[C@@H]2c1cccc(Cl)c1,x,11,5,6,x,x,12,-2
CCCCNc1ncnc2[nH]ncc12,10,15,x,9,-7,4.3,x,x
COc1ccc2c3c([nH]c2c1)[C@@H](CO)N(C(=O)c1cccc(F)c1)CC31CN(C(=O)c2ccccc2)C1,20,8,x,x,-2,-0.7,x,x
C[C@H](CO)N1C[C@H](C)[C@@H](CN(C)Cc2ccc(Cl)c(Cl)c2)Oc2ccc(NS(=O)(=O)c3cn(C)cn3)cc2C1=O,-3,5,0,2[16.7 µM],-2,-3.7,-7,0
CN1C(=O)c2cc(NC(=O)NC3CCCC3)ccc2OC[C@H]2O[C@@H](CC(=O)O)CC[C@H]21,0,5,-2,138*[16.7 µM],-3,0.1,2,37
CO[C@@H]1CC[C@H]2CCOc3ccc(C#N)cc3C(=O)N(C)C[C@H](C)C(=O)N(C)C[C@@H]1O2,-5,x,-1,x,-3,-0.1,5,4
COc1ccccc1Nc1nc2ccccc2n2cnnc12,-16,-9,-1,-13,0,-0.1,-1,-3
Cc1ccc(-c2ccc([C@@H]3[C@H](CO)N4C(=O)CN(C(=O)c5ccncc5)C[C@@H]34)cc2)cc1,-13,-5,x,x,0,-0.3,x,x
Cc1ccc(-n2c(=O)[nH]c3c(C(N)=O)nc(C(C)C)nc32)cc1,-11,-4,-7,1,-8,-0.2,6,1

# Next part; the last 3 above are carried over.
SMILES,RAD52 anneal inh,PGC1a acetyl inh,PglD DTNB,miR-122 sensor,ERAP1 HTS inh,E-selectin induc,RAD54 branch,Cneo AK release
COc1ccccc1Nc1nc2ccccc2n2cnnc12,-16,-9,-1,-13,0,-0.1,-1,-3
Cc1ccc(-c2ccc([C@@H]3[C@H](CO)N4C(=O)CN(C(=O)c5ccncc5)C[C@@H]34)cc2)cc1,-13,-5,x,x,0,-0.3,x,x
Cc1ccc(-n2c(=O)[nH]c3c(C(N)=O)nc(C(C)C)nc32)cc1,-11,-4,-7,1,-8,-0.2,6,1
O=C(OCC(O)COc1ccccc1)c1ccc([N+](=O)[O-])cc1 (stereo not drawn),3,-10,11,6,-3,-0.3,-4,0
CCN(C[C@H]1N[C@@](C)(C(=O)OC)[C@H]2C(=O)N(C)C(=O)[C@@H]12)C(=O)c1ccc(F)cc1,-11,x,1,x,-2,0.5,-13,-1
CCCNC(=O)C[C@H]1CC[C@H]2[C@@H](COC[C@H](O)CN2C(=O)c2cccnc2)O1,-26,8,-1,-6[16.7 µM],-1,-0.1,-6,-2
COCC(=O)N(C)[C@H]1C[C@H]2c3cc(N4CCN(C)CC4)ccc3CCN2C(=O)[C@H]1[C@H](C)O,-10,1,1,2,-2,0.1,-12,2
CC1(C(=O)NCCc2ccccc2)Cc2c(-c3cccc(C(N)=O)c3)ccnc2O1 (stereo not drawn),-1,-2,0,10,0,-0.2,-2,2
CC(CNC(=O)CC[C@H]1O[C@@H](n2ccc(=O)[nH]c2=O)[C@H](O)[C@@H]1O)c1ccccc1 (stereo partly drawn),-13,-1,-1,-4,0,-0.2,-6,-3
O=C(Nc1ccc(F)cc1)c1ccc(-n2ccnc2)nc1,x,15,-2,-7,x,x,-4,-1
O=C(CNC(=O)c1ccc(Br)cc1)N=Nc1c(O)[nH]c2ccc([N+](=O)[O-])cc12,-21,x,-3,-3,3,4.7,11,1
O=C(CC1NCCNC1=O)Nc1ccc2c(c1)OCO2 (stereo not drawn),x,2,6,-4,x,6.5,-4,6
COc1ccc(CN(C)C[C@@H]2Oc3ccc(NS(=O)(=O)c4c(C)noc4C)cc3C(=O)N([C@@H](C)CO)C[C@@H]2C)cc1,-17,u,-3,-7[16.7 µM],-1,0.0,-6,3
COc1cc(C(=O)Nc2scc(-c3ccc(Br)cc3)c2C(=O)O)cc(OC)c1OC,-7,7,5,-13,6,x,-20,3
CCOc1ccccc1NC(=O)c1cc(=O)c2ccccc2o1,-9,x,-2,x,1,x,16,1
COc1ccc(NC(=O)N(C)C[C@@H]2OCCCC[C@@H](C)Oc3ccc(NC(=O)NC(C)C)cc3C(=O)N([C@@H](C)CO)C[C@H]2C)cc1,-6,2,1,-8[16.7 µM],2,-0.1,-3,0
CCOc1ccc(C(=O)N/N=C/c2cccc3cccnc23)cc1,x,3,1,11,x,x,1,11
CC1CCN(S(=O)C23CC4CC(CC(C4)C2)C3)CC1 (stereo not drawn),-1,-4,x,2,0,x,x,x
C[C@H]1CN([C@@H](C)CO)C(=O)CCCn2cc(nn2)CO[C@@H]1CN(C)Cc1ccc2c(c1)OCCO2,8,4,0,1[16.7 µM],2,0.1,2,-2
Cc1ccc(Cn2nnc3c(=O)n(CC(=O)NCc4ccc5c(c4)OCO5)cnc32)cc1,-5,8,-5,0,9,x,2,-2
COc1ccc(S(=O)(=O)N2CCc3ccccc32)cc1C(=O)Nc1cc(S(C)(=O)=O)ccc1Cl,-6,11,0,-6,-1,-0.4,8,1
CC1CCN(C(=O)c2ccc(S(=O)(=O)N(C)C)cc2)C(C)C1 (stereo not drawn),x,1,3,-3,x,x,-9,1
Cc1ccc(S(=O)(=O)NC(=O)COc2ccccc2)cc1,-11,-7,3,3,-4,0.2,-2,1
CCN(CC)CCNC(=O)c1cc(-c2cccnc2)nc2ccc(S(=O)(=O)N3CCC(C)CC3)cc12,-4,x,1,x,-2,x,-5,2
Cc1cc(C(=O)NC2CC(C)(C)Cc3c2cnn3-c2ccccc2)n(C)n1 (stereo not drawn),-11,x,5,x,-2,-1.2,-1,17
C[C@@H]1CN([C@@H](C)CO)S(=O)(=O)c2ccc(-c3ccncc3)cc2O[C@H]1CN(C)C(=O)CN(C)C,7,9,-3,-4[16.7 µM],0,0.0,15,-1
CS(=O)(=O)N(CC(=O)NC1CCCCC1)Cc1ccc(F)cc1,-7,-6,x,x,-4,9.1,x,x
O=C(C[C@@H]1C=C[C@@H](NC(=O)Nc2ccccc2F)[C@H](CO)O1)NCc1ccc(F)cc1,3,9,-2,x,-3,0.4,-6,0
# New compounds follow.
SMILES,RAD52 anneal inh,PGC1a acetyl inh,PglD DTNB,miR-122 sensor,ERAP1 HTS inh,E-selectin induc,RAD54 branch,Cneo AK release
C/C=C/c1ccc2c(c1)O[C@@H](CN(C)C(=O)NCCC)[C@@H](C)CN([C@H](C)CO)S2(=O)=O,-3,-14,3,26[16.7 µM],1,-0.1,6,-3
CCOc1ccc(CCNC(=O)c2cc3sc(Cl)cc3n2C)cc1OCC,x,5,-3,1,x,x,-5,-1
Cc1ccc(C)c(NS(=O)(=O)c2cc(Br)cnc2N)c1,x,-5,2,83,x,x,-6,6
Cc1ccc(S(=O)(=O)N2CCN(c3cccc(C)c3)CC2)cc1,-4,-8,-5,0,-2,-0.2,-6,2
CC(=O)N1[C@H](CO)[C@H](c2ccc(-c3cccc(F)c3)cc2)[C@@H]1CNC(=O)C1CC1,x,-5,-1,21[16.7 µM],x,0.2,3,0
C[n+]1ccccc1/C=C/c1ccc(F)c(F)c1,-3,x,0,x,4,x,-7,-2
Fc1cccc(NC(=S)N2CCc3ccccc32)c1,-32,1,3,12,1,0.6,-2,6
CCC1([N+](=O)[O-])COC(c2ccc(C(C)C)cc2)OC1 (stereo not drawn),-13,2,1,x,1,0.0,7,1
Cc1nc(CSc2nsc(/C=C/N(C)C)c2C#N)cs1,-18,11,x,-8,0,x,x,x
Cc1ccc(Sc2nc(C)cc(C)c2S(C)(=O)=O)cc1,x,-12,-5,-2,x,x,5,1
NC(=O)c1ccsc1NC(=O)COC(=O)Cc1cccc2ccccc12,x,1,1,-8,x,x,-6,-4
Cc1ccc(C)c(OCCC(=O)OCC(=O)NC(=O)NCc2ccccc2)c1,-6,11,3,0,-1,x,-4,1
C[C@@H]1CCCCO[C@H](CN(C)C(=O)Nc2ccccc2)[C@@H](C)CN([C@H](C)CO)C(=O)c2cc(NS(=O)(=O)c3ccccc3)ccc2O1,-26,-8,-1,6[16.7 µM],-1,x,-7,1
O=C(CN1CCN(c2ccccc2O)CC1)NC(c1ccccc1)c1ccccc1,x,4,4,-2,x,x,8,3
Cc1ccc(S(=O)(=O)N(C)C[C@@H]2Oc3ccc(NS(=O)(=O)c4ccc(F)cc4)cc3C(=O)N([C@@H](C)CO)C[C@@H]2C)cc1,x,4,-1,-8[16.7 µM],x,-0.4,2,3
CO[C@@H]1CN(C)C(=O)c2ccc(NC(=O)C3CCCC3)cc2OC[C@@H](C)N(CCC(F)(F)F)C[C@@H]1C,-4,-5,-1,17[16.7 µM],3,0.5,-12,3
O=C(N[C@@H]1CC[C@H](CC(=O)N2CCN(c3ccccc3)CC2)O[C@H]1CO)c1ccccc1,-2,-8,-2,7[16.7 µM],-5,-0.2,2,-7
COCC(C)N1CCC(n2nccc2NC(=O)CCOc2ccccc2)CC1 (stereo not drawn),-24,x,2,-3,3,-0.3,4,-1

# Compound activity (PubChem)
